KB-V1 cytotox: qHTS assay for MDR1-selective chemotherapeutics: Primary screen using the drug-selected MDR subline cells KB-V1 | AID 1347076, 2019 | 400,000 tested, 3.4% active | Potency, µM (titrated, usually from 46.1 µM), without a hit: at the highest dose activity change, negative = cytotoxicity, most hits filed as cytotoxic | KB-V1 MDR cells viability, CellTiter-Glo, 72 h; further: potency means the concentration at half of the fitted maximal effect; on the % scale 0 is the no-effect control and ±100 the full control effect; nearly all actives have a fitted effect of over 60% in size
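Cells of the MDR subline KB-V1 are plated, dosed with compound at multiple concentrations, and incubated 72 h at 37 degrees C; CellTiter-Glo is then added and luminescence read after 10 min.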
SW480 rereplic: A quantitative high throughput screen for small molecules that induce DNA re-replication in SW480 colon adenocarcinoma cells; SW480 DNA re-replication, Hoechst DNA content imaging, 48 h; Potency, µM (series often up to 46.1 µM), inactives show top-dose re-replication activation, actives largely listed as activators; 340,000 tested, 1.8% active; further: potency means the concentration at half of the fitted maximal effect; % of control where 0% means no effect; nearly all actives have a fitted effect of over 55% in size
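SW480 cells exposed to compounds for 48 hr at 37 C, 5% CO2, then Hoechst-stained 40 min. Nuclear DNA content imaged by fluorescence scanning (405 nm excitation, 500-530 nm emission); re-replication scored as increased high-intensity nuclei.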
HT1080 IDH1KD tx: qHTS for induction of synthetic lethality in tumor cells producing 2HG: qHTS for the HT-1080-IDH1KD cell line; HT-1080 IDH1 knockdown viability, ATP luminescence, 48 h; Potency, µM (doses to about 46.1 µM), for inactives: top-dose activity, negative = toxicity, most hits filed as cytotoxic; 360,000 tested, 2% active; AID 686971, 2013;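 further: potency means the concentration at half of the fitted maximal effect; 0% = DMSO wells and -100% = cell-free medium wells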
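Using the IDH1-knockdown HT-1080 line run in the same batch and compound series as the NT line, viability after 48 h at 37 °C was determined by CellTiter-Glo luminescence and expressed as % activity.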
DRD3 agonist: qHTS of D3 Dopamine Receptor Agonist: qHTS | max activation, % | D(3) dopamine receptor (Homo sapiens), P35462 | 410,000 tested, 0.58% active | AID 652048, 2013 | D3R DiscoveRx beta-arrestin cells, luminescence, 90 min; in the data active means max activation above about 30%; further: 0% is about no effect; mostly tested at two doses, the higher about 12 µM
Target sequence (P35462 whole entry, looked up): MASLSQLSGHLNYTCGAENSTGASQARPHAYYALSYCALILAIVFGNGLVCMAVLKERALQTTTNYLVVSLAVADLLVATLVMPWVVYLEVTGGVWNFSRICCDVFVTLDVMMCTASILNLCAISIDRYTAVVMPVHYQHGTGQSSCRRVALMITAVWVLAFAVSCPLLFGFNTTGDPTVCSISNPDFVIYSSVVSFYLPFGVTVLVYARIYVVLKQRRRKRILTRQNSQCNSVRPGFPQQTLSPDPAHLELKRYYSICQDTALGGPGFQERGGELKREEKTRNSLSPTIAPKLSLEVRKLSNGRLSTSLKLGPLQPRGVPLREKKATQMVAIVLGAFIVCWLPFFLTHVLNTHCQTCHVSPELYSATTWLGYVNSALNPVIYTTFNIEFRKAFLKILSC
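Agonist mode: compounds and dopamine controls were applied to plated cells for 90 min at 37 degrees C after an overnight attachment at 1500 cells/well. Luminescent read-out followed 30 - 60 minutes at room temperature with DiscoveRx detection reagent.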
IL1B secr inh: qHTS for Inhibitors of Inflammasome Signaling: IL-1-beta AlphaLISA Primary Screen; THP-1 LPS/ATP IL-1B secretion, AlphaLISA, 16 h; hits give low values; activity change, % at 57.5 µM; 360,000 tested, 4.7% active; in the data active means activity change below about -50%; inconclusive means mostly about -30% to -49%; further: on the % scale 0 is the no-effect control and ±100 the full control effect
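Secreted IL-1B measured by AlphaLISA bead assay after 16 h compound exposure of THP-1 cells; compounds (final up to 57.5 uM) added 1 h before LPS (250 ng/mL) and ATP (1.25 mM) stimulation; lower signal means less secretion.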
D3 antag: qHTS of D3 Dopamine Receptor Antagonist: qHTS | D(3) dopamine receptor (Homo sapiens), P35462 | D3R cells, DiscoveRx beta-arrestin luminescence, antagonist mode; hits give low values | max response, negative = inhibition, % | 360,000 tested, 2.5% active | AID 652054, 2013; in the data active means max response below about -50%; inconclusive means no clear call, values can overlap the other calls; further: on the % scale 0 is the no-effect control and ±100 the full control effect; mostly tested at two doses, the higher about 12 µM
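Cells expressing the human receptor were seeded at 1500 cells/well, incubated overnight at 37 degrees C in 5% CO2, then exposed to library compounds with dopamine controls for 90 minutes at 37 degrees C before luminescent detection.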
KB-3-1 cytotox: qHTS assay for MDR1-selective chemotherapeutics: Primary screen using the parental adenocarcinoma cell KB-3-1. Potency, µM (highest dose often 46.1 µM), without a hit: at the top dose activity change, negative = cytotoxic, actives largely listed as cytotoxic. KB-3-1 viability, CellTiter-Glo ATP luminescence, 72 h. 400,000 tested, 1.4% active; further: potency means the concentration at half of the fitted maximal effect; on the % scale 0 is the no-effect control and ±100 the full control effect; nearly all actives have a fitted effect of over 60% in size
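Parental KB-3-1 viability, qHTS format: 72 h compound exposure, 37 °C; CellTiter-Glo; media-only wells and DMSO plates as controls; concentration-effect fits on corrected data.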
GLP1R ag: qHTS of GLP-1 Receptor Agonists | Potency, µM (highest dose often 45.6 µM), without a hit: at the top dose activation, hits mostly activators | HEK293 GLP-1R CRE-luciferase, luminescence, 4-6 h; cells express a hypersensitive GLP-1R form | 380,000 tested, 0.007% active | Glucagon-like peptide 1 receptor (Homo sapiens), P43220 | AID 624172, 2012; further: potency means the concentration at half of the fitted maximal effect; % of control where 0% means no effect
Target sequence (P43220 whole entry, looked up): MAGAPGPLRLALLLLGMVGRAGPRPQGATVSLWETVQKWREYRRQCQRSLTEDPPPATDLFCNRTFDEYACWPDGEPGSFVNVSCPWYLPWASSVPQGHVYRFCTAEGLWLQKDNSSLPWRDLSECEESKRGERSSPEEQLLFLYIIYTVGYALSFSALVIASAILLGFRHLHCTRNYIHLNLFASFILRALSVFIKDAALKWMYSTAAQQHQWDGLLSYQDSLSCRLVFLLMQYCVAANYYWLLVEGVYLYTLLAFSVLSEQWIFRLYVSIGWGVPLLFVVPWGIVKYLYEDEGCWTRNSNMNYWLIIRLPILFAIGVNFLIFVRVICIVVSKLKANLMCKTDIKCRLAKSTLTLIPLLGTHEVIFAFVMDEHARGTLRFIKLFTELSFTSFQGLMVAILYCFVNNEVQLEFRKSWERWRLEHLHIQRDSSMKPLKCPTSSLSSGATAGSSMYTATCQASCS
HT1080-NT tox: qHTS for induction of synthetic lethality in tumor cells producing 2HG: qHTS for the HT-1080-NT fibrosarcoma cell line | 360,000 tested, 1.6% active | AID 686970, 2013 | HT-1080-NT fibrosarcoma viability, CellTiter-Glo ATP luminescence, 48 h | Potency, µM (titrated, usually from 46.1 µM), for inactives: at the top dose activity, negative = less viability, most hits filed as cytotoxic;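 further: NT is the 2HG producing partner of a matched IDH1 knockdown line; potency means the concentration at half of the fitted maximal effect; 0% = DMSO-treated cells and -100% = media-only wells without cells; nearly all actives have a fitted effect of over 55% in size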
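HT-1080-NT; 750 cells/well; 5% FBS RPMI; 48 h compound, 37 degrees C; CellTiter-Glo luminescence; curve fitting and curve-class assignment.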
Active calls of the source: *; ? = inconclusive; nt = not tested or not shown; [ ] = dose if it differs, or a comment. Unless noted, the call rests on the fitted dose curve; in most records, active means well fitted curve in the direction sought with a large enough effect; inconclusive means small, poorly fitted or top-dose-only effect, or another doubt; inactive means no such curve, though single readings can be large; an effect the other way counts as inactive or inconclusive.

#	SMILES	GLP1R ag	IL1B secr inh	HT1080-NT tox	DRD3 agonist	KB-V1 cytotox	D3 antag	KB-3-1 cytotox	HT1080 IDH1KD tx	SW480 rereplic
1	CCCCNC(=O)C1CCC(CNS(=O)(=O)c2cccc3nsnc23)CC1 (stereo not drawn)	-3%	20	-5%	-7	-5%	-20	1%	-11%	-10%
2	COc1ccccc1OCCSc1nnnn1-c1ccc(C)cc1	5%	-18	-5%	-3	-10%	-22	-1%	0%	-7%
3	COc1cccc(-c2nnc(SCC(=O)Nc3ccc(S(N)(=O)=O)cc3)n2C)c1	-9%	-3	-5%	0	-3%	-4	1%	-1%	-2%
4	CC(C)N(C(=O)[C@H]1C[C@H](CC(=O)NC(C)(C)C)C(=O)N2CCc3c([nH]c4ccc(Cl)cc34)[C@]12C)C(C)C	1%	-3	-10%	8	0%	-14	0%	?	-12%
5	CCNC(=O)C1(C)CCCN(C(=O)c2ccc(OC)c(F)c2)C1 (stereo not drawn)	8%	10	13%	-4	4%	8	0%	1%	nt
6	O=c1cc(CO)oc(CN2CCC(Cc3ccccc3)CC2)c1O	-1%	11	0%	-8	-28%	-20	4%	8%	1%
7	COc1ccc(C(=O)NC(C)CCc2ccccc2)cc1[N+](=O)[O-] (stereo not drawn)	3%	9	-6%	3	?	0	2%	-7%	-28%
8	COc1cc(/C=N/OCC(=O)Nc2cc(C)cc(C)c2)ccc1OCc1ccc(Cl)cc1	3%	-5	9%	3	21µM*	0	?	-4%	nt
9	COc1cccc2sc(NC(=O)c3ccc(S(=O)(=O)N4CCOCC4)cc3)nc12	0%	?	?	-5	?	-18	-11%	-7%[9.24 µM]	-1%
10	c1ccc2sc(NC3=NCN(C4CCCCCC4)CN3)nc2c1	-5%	28	-1%	26	21µM*	10	?	3%	-12%
11	O=S(=O)(Nc1cccc(-c2cn3cccnc3n2)c1)c1ccc(Cl)cc1	4%	-70*	2%	-4	?	-11	-1%	-8%	26%
12	C[C@@H]1CN([C@H](C)CO)C(=O)c2cc(NC(=O)C3CCCCC3)ccc2O[C@@H]1CN(C)Cc1ccc(C(F)(F)F)cc1	0%	?	-27%	-2	1%	-13	?	-18%	6%[9.22 µM]
13	O=C(CSc1ccc2ccccc2n1)c1ccccc1	15%	37	0%	-11	9%	4	-11%	0%	14%
14	Cc1ccc2c(CNCc3cccs3)c(C(=O)O)n(Cc3ccc(F)cc3)c2c1	-4%	nt	nt	-5	-14%	nt	12µM*	nt	nt
15	CCN(CC)S(=O)(=O)c1cccc(NC(=O)CNc2cccc(S(=O)(=O)N3CCCC3)c2)c1	-4%	-9	-24%	24	nt	4	nt	-25%	-3%
16	COc1ccccc1OC(C)C(=O)Nc1ccc(S(=O)(=O)N2CCN(C)CC2)cc1 (stereo not drawn)	16%	10	1%	8	-23%	19	-8%	-2%	7%
17	CC1=C(C(=O)OC(C)C)C(c2ccc(C)o2)NC(=O)N1 (stereo not drawn)	2%	3	-2%	3	0%	9	9%	-3%	1%[9.22 µM]
18	CCOC(=O)C1(CC2CC2)CCN(C(=O)c2cc(C)nc3ccc(CC)cc23)CC1	23%	-5	-5%	-8	-19%	-23	-23%	-18%	12%
19	Cc1cc(Cn2nc(C(=O)NCc3cccs3)cc2-c2ccccc2)on1	2%	-13	2%	13	0%	-12	-2%	-3%	-4%
20	CC(=O)Nc1ccc(N=Nc2ccc(O)cc2)cc1	0%	?	?	-9	-9%	-18	?	-1%	10%
21	COc1ccccc1NC(=O)CCSCCC(=O)Nc1ccccc1OC	0%	21	5%	-4	-18%	6	2%	12%	9%
22	O=C(CN1CCCCC1)N1CCCc2ccccc21	5%	-9	17%	-39	2%	-82*	-4%	1%	-6%
23	CC(=O)Nc1ccc(S(=O)(=O)Nc2nnc(C(C)C)s2)cc1	4%	4	2%	-4	0%	0	-1%	-10%	-1%
24	CN(Cc1ccc(Cl)cc1)C(C(=O)NC1CCCCC1)c1ccnc2ccccc12 (stereo not drawn)	-1%	-7	?	-1	?	1	?	?	nt
25	COc1ccccc1NS(=O)(=O)c1cccc(NC(=O)C2CC2)c1	4%	-3	0%[9.24 µM]	8	-7%	4	-1%	0%	?
26	CC(NC(=O)Cn1cc(C(=O)C2CC2)c2ccccc21)c1ccccc1 (stereo not drawn)	-10%	0	-12%	2	-5%	10	-5%	-11%	0%
27	Cc1ccc(C(=O)NNC(=O)c2ccc(S(=O)(=O)N3CCCCC3)cc2)cc1	-18%	10	0%	-7	-2%	6	-6%	?	16µM*
28	CCN(CC)CCNc1ncnc2c1sc1nc(N3CCCC3)c3c(c12)CC(C)(C)OC3	?	-75*	16µM*	-11	-18%	4	-6%	18µM*	14%
29	Cc1ccc(C)c(N(C)C(=O)c2coc(=O)c3ccccc23)c1	6%	1	7%	0	-6%	-9	-1%	2%	-16%
30	Fc1ccccc1Nc1nc(N2CCOCC2)nc(N2CCOCC2)n1	15%	-19	-1%	1	0%	-6	-5%	2%	5%
31	COc1ccc(NC(=O)C2CC(=O)N(CCc3ccc(Cl)cc3)C2)cc1 (stereo not drawn)	1%	-17	4%	2	?	9	6%	12%	1%
32	CC1CC(C)CN(C(=O)c2ccc3nc[nH]c3c2)C1 (stereo not drawn)	8%	-9	12%	3	0%	2	-2%	6%	2%
33	COc1cccc(NC(=O)CN2CCN(S(=O)(=O)c3ccc(C(C)C)cc3)CC2)c1	1%	-9	-1%	2	-10%	2	-1%	-6%	8%
34	Cc1ccc(S(=O)(=O)NC(=O)C2(C)CCN2C(=O)c2ccccc2CCc2ccccc2)cc1 (stereo not drawn)	-1%	17	5%	6	3%	-2	0%	1%	nt
35	CCOC(=O)C1CCN(C(=O)c2ccccc2)C(CC)C1=O (stereo not drawn)	5%	-4	0%	-12	21µM*	-3	5%	-2%	-5%
36	CCOC(=O)C1CCN(C(=O)c2ccc3c(c2)OCO3)CC1	-12%	-11	-2%[9.24 µM]	1	19%	21	-1%	-10%	0%
37	O=C(c1ccc(Br)c(S(=O)(=O)N2CCCCC2)c1)N1CCCCC1	2%	10	-12%	-2	?	9	-12%	-1%	1%
38	Cc1nn(CC(=O)NCCc2ccco2)c(=O)c2nn(-c3ccccc3)c(C)c12	3%	8	12%	-5	9%	-11	3%	11%	-20%
39	O=C(Nc1ccc2c(c1)CN(C(=O)Nc1ccc(F)cc1)CC2)c1ccccn1	-4%	-15	-18%	4	?	86	?	?	nt
40	O=C(O)c1ccc(-c2nnn(Cc3cccc(C(F)(F)F)c3)n2)cc1	-2%	34	-12%	-4	-10%	-17	4%	-2%	-9%

Shown with one line to a screen: part of the list above.
31) COc1ccc(NC(=O)C2CC(=O)N(CCc3ccc(Cl)cc3)C2)cc1 (stereo not drawn)
32) CC1CC(C)CN(C(=O)c2ccc3nc[nH]c3c2)C1 (stereo not drawn)
33) COc1cccc(NC(=O)CN2CCN(S(=O)(=O)c3ccc(C(C)C)cc3)CC2)c1
34) Cc1ccc(S(=O)(=O)NC(=O)C2(C)CCN2C(=O)c2ccccc2CCc2ccccc2)cc1 (stereo not drawn)
35) CCOC(=O)C1CCN(C(=O)c2ccccc2)C(CC)C1=O (stereo not drawn)
36) CCOC(=O)C1CCN(C(=O)c2ccc3c(c2)OCO3)CC1
37) O=C(c1ccc(Br)c(S(=O)(=O)N2CCCCC2)c1)N1CCCCC1
38) Cc1nn(CC(=O)NCCc2ccco2)c(=O)c2nn(-c3ccccc3)c(C)c12
entry no.	31	32	33	34	35	36	37	38
GLP1R ag	1%	8%	1%	-1%	5%	-12%	2%	3%
IL1B secr inh	-17	-9	-9	17	-4	-11	10	8
HT1080-NT tox	4%	12%	-1%	5%	0%	-2%[9.24 µM]	-12%	12%
DRD3 agonist	2	3	2	6	-12	1	-2	-5
KB-V1 cytotox	?	0%	-10%	3%	21µM*	19%	?	9%
D3 antag	9	2	2	-2	-3	21	9	-11
KB-3-1 cytotox	6%	-2%	-1%	0%	5%	-1%	-12%	3%
HT1080 IDH1KD tx	12%	6%	-6%	1%	-2%	-10%	-1%	11%
SW480 rereplic	1%	2%	8%	nt	-5%	0%	1%	-20%

39) O=C(Nc1ccc2c(c1)CN(C(=O)Nc1ccc(F)cc1)CC2)c1ccccn1
40) O=C(O)c1ccc(-c2nnn(Cc3cccc(C(F)(F)F)c3)n2)cc1
entry no.	39	40
GLP1R ag	-4%	-2%
IL1B secr inh	-15	34
HT1080-NT tox	-18%	-12%
DRD3 agonist	4	-4
KB-V1 cytotox	?	-10%
D3 antag	86	-17
KB-3-1 cytotox	?	4%
HT1080 IDH1KD tx	?	-2%
SW480 rereplic	nt	-9%

The list continues:
#	SMILES	GLP1R ag	IL1B secr inh	HT1080-NT tox	DRD3 agonist	KB-V1 cytotox	D3 antag	KB-3-1 cytotox	HT1080 IDH1KD tx	SW480 rereplic
41	CC(=O)C1CCC2C3CC(C)C4=CC(=O)CCC4(C)C3C(=O)CC12C (stereo not drawn)	-1%	-28	9%	6	-4%	-6	?	22%	-1%
42	O=C(NC(=S)Nc1ccc2oc(=O)ccc2c1)c1cccc(Cl)c1	1%	18	26%	-5	4%	-23	12%	19%	4%
43	CC(=O)c1ccc(OCC(=O)NC2CCS(=O)(=O)C2)cc1 (stereo not drawn)	-2%	24	13%	2	9%	5	-1%	9%	7%
44	O=C(Cn1ncc(N2CCCC2)c(Cl)c1=O)c1ccc(Cl)cc1	-2%	-11	15%	3	?	5	14%	2%	1%
